Screening data deposited in PubChem BioAssay by several laboratories.
iPSC survival up – increases survival of single human iPS cells; survival enhancement, % at 20 µM; hiPSC single-cell survival, ATPlite luminescence; 100% = ROCK inhibitor wells, 0% = DMSO; 0.044% of 360,000 active; AID 602274; in the data active means survival enhancement above about 18%;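 further: cells exposed to compounds for 16 hours before the ATP read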
m5-HT2A agonist – agonists of mouse serotonin 5-HT2A receptor (HTR2A); P35363; activation, % at 7.6 µM; CHO-K1 mHTR2A beta-arrestin complementation, luminescence; percent of 30 µM serotonin response; 0.66% of 360,000 active;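 active means activation above a run cutoff, the mean activation of all tested compounds plus 3 SD, cut at about 14% in these data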;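 further: 0% = plate median of compound wells and 100% = 30 µM serotonin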
Target sequence (P35363 whole entry, looked up): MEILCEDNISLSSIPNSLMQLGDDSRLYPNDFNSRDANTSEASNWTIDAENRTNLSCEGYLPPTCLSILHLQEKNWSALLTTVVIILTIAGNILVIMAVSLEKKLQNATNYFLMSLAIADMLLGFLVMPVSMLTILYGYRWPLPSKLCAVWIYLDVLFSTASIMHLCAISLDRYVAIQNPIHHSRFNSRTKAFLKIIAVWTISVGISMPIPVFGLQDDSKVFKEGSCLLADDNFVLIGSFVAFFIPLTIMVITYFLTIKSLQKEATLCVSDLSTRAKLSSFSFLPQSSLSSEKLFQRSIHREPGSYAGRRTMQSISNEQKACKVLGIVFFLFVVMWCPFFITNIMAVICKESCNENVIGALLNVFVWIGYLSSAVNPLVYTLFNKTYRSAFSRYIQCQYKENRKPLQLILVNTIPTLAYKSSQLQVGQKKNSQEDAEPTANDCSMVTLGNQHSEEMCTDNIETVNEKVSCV
aDG glyco act – increases alpha dystroglycan glycosylation | Pro5-aDG cells, alpha-DG glycosylation AlphaScreen (IIH6); 0% Pro5, 100% B10-LARGE cell signal | activation, % at 10 µM | 0.22% of 360,000 active | AID 624168;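 active means activation of at least 8% versus controls, or a plate z-score of at least 8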;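 further: Pro5 are CHO cells carrying HIG-tagged alpha-DG that lacks glycosylation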
Vif inh – HIV Vif inhibition. AID 602346. 0.35% of 340,000 active. inhibition, % at 7.49 µM. HEK293T cells, Vif self-association by quenched fluorescence, imaging, 24 h; in the data active means inhibition above about 50%, passing the limit was not always enough; inconclusive means no clear call, values can overlap the other calls; inactive means below about 31%; further: some results filed as inactive read as strong as hits
ABCB6 inh 2 – inhibitors of human ABC transporter ABCB6 | AID 602162 | K562-ABCB6 porphyrin accumulation, flow cytometry, 1 h; hits give low values | 0.19% of 360,000 active | fluorescence ratio to DMSO, % at 10 µM;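 active means fluorescence ratio to DMSO below 75%, the collection mean minus 3 SD; inconclusive means too few cells collected in the well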;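 further: signal is porphyrin accumulated inside mitochondria; 100% equals median channel fluorescence of DMSO control wells; lower ratio means ABCB6 inhibition with less porphyrin fluorescence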
N-glyco inh – N-linked glycosylation inhibition; AID 588692; 0.23% of 360,000 active; D54 ERlucT glycosylation luciferase reporter, 24 h; percent of 100 nM tunicamycin response; reporter increase, % at 12.5 µM;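 active means mean luciferase reporter signal, scaled so untreated is 0 and the glycosylation-blocking control 100, at or above a set limit in every replicate; inconclusive means mean reaches the limit but not every replicate does; inactive means mean below the limit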;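 further: luciferase carries N-glycosylation sites so blocking glycosylation raises the light; 0% = median of neutral control wells and 100% = median of 100 nM tunicamycin wells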
Exocytosis inh – lytic granule exocytosis inhibition. 0.66% of 360,000 active. inhibition, % at 10 µM. TALL-104 LAMP-1 surface exposure, flow cytometry; cells stimulated with thapsigargin and PMA;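 active means inhibition above about 55%, limit read from the data; inconclusive means no clear call, values can overlap the other calls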
PDI inh – PDI (human) enzyme inhibition; 0.052% of 350,000 active; PDI insulin aggregation turbidity, A650, 90 min; inhibition, % at 10 µM; P07237;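 active means mean inhibition across replicates of 30% or more, whatever share of single replicates reach that level; inconclusive means mean inhibition below 30% while every single replicate reaches 30%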;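 further: absorbance from insulin aggregation driven by PDI reduction with DTT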
Target sequence (P07237 whole entry, looked up): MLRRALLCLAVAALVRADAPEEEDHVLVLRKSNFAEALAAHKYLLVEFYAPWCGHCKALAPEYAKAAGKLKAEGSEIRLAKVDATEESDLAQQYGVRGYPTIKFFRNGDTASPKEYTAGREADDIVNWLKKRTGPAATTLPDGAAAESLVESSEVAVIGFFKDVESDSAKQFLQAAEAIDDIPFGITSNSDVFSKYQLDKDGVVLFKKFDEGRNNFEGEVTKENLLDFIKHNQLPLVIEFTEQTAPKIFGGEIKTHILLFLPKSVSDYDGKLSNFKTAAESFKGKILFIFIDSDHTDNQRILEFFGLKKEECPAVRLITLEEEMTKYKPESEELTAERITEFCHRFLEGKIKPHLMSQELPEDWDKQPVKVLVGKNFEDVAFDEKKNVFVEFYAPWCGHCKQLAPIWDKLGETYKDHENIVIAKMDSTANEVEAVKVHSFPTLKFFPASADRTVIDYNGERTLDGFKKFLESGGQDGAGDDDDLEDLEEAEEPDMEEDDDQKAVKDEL
H9c2 protect – myocardial damage modulation in H9c2 cells. H9c2 cardiomyocytes, H2O2 injury protection, ATPLite, 2 h. protection from H2O2 cell death, % at 20 µM. AID 588492. 0.63% of 360,000 active;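 active means compounds giving at least 50% protection of heart cells from peroxide-induced death in the single-dose screen, raw or plate-pattern-corrected value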;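 further: 0% = DMSO wells with peroxide and 100% = DMSO wells without peroxide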
CaV13 ICDI inh – Disruptors of the CACNA1D IQ motif to Ca2+-dependent inactivation inhibitor domain association, primary screening, Förster resonance energy transfer in intact living …. AID 743397. 0.098% of 340,000 active. HEK cells, CFP/YFP FRET ICDI-IQ, plate reader, 10 min; percent FRET-ratio fall versus neutral wells. inhibition, % at 12.3 µM;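 active means mean replicate inhibition of at least 30% and at least 1% of replicates passing that level; inconclusive means only one of the two criteria is met; inactive means neither criterion is met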;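 further: 0% = median of the neutral control wells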
The depositor's hits bear a star; i = inactive; ? = inconclusive; / = no result given.

Value order: N-glyco inh	ABCB6 inh 2	iPSC survival up	Exocytosis inh	aDG glyco act	CaV13 ICDI inh	m5-HT2A agonist	H9c2 protect	Vif inh	PDI inh
Cc1ccc([N+](=O)[O-])cc1N(CC(=O)Nc1ccc(S(=O)(=O)Nc2cccc(C(F)(F)F)c2)cc1)S(C)(=O)=O
  1	85	-0.7	32	-0.2	-6	-9	3	-11	-1
CCOc1ccc(CCNC(=O)c2cc(-c3ccccc3)c(N3CCOCC3)s2)cc1OCC
  6	94	1.3	3	0.4	-6	/	4	-11	9
COc1ccc(NC(=O)C2Cc3c(-c4ccc(Cl)cc4)ccnc3O2)cc1OC (configuration not stated)
  1	95	3.5	8	1.4	-5	6	-20	-22	8
Cc1cccc(NC(=O)C2Cc3ccccc3CN2C(=O)OCc2ccccc2)c1C (configuration not stated)
  0	101	-2.2	7	0.5	-5	/	-4	1	-12
CCN(CC)CCOC(=O)C1(C2CCCCC2)CCCCC1
  -2	106	-0.4	-3	-0.3	-4	-2	-19	-5	2
CCOc1ccccc1-c1nc(-c2ccc(NC(=O)Cc3ccc(OC)cc3)cc2)no1
  -3	104	0.0	-1	-0.2	-1	-2	-12	12	1
COC(=O)CCCC1=CC2=CC(=O)C(C)(OC(=O)c3cccs3)C(=O)C2=CN1CCCOC(C)C (configuration not stated)
  -1	96	0.2	3	0.3	-10	-4	-8	2	-8
CCn1c(SCC(=O)Nc2ccc(OC)c(OC)c2)nnc1-c1cnccn1
  -3	103	0.2	-9	0.0	-3	-3	2	-5	3
CCCCn1c(-c2csc(CCC)c2)n[nH]c1=S
  -1	91	0.4	4	0.2	-2	1	-3	-5	-1
FC(F)(F)c1cnc2c(-c3ccccc3)n[nH]c2c1
  4	102	0.7	-1	0.4	6	-1	-7	4	6
NS(=O)(=O)c1ccc(NC(=S)NC2CCCCC2)cc1
  -1	106	-0.6	-5	-0.4	1	-3	-7	0	5
O=C(NCCc1ccc(Cl)cc1)C1COc2ccccc2O1 (configuration not stated)
  -1	99	-0.1	21	0.4	-7	-7	1	-1	6
O=C(Cn1nnc2ccccc2c1=O)N[C@@H](Cc1ccccc1)C(=O)O
  0	103	-0.3	-1	0.2	-8	3	3	3	2
CCOC(=O)CC1CCCCN1C(=O)c1ccc2oc(CCc3ccccc3)nc2c1 (configuration not stated)
  -4	94	-0.5	-5	0.1	-3	-4	-6	2	0
O=C(NCc1ccncc1)C1CCCCC1
  3	101	1.5	2	-0.1	-4	3	0	6	-4
Cc1cc2c3ccccc3[nH]c(=O)n2n1
  1	97	-0.4	-2	0.0	-6	1	3	/	-5
COc1ccc(NC(=O)COC(=O)CCNS(=O)(=O)c2ccccc2)cc1OC
  1	92	0.7	10	-0.3	-4	6	3	5	0
Cn1c(=O)c2c(nc(CN3CCN(C(=O)c4ccco4)CC3)n2CCCc2ccccc2)n(C)c1=O
  -3	93	1.5	0	0.3	10	7	52*	/	/
Oc1ccc2ccccc2c1C=NCc1cn2ccsc2n1
  -2	95	3.6	8	0.0	-4	6	47	/	-7
CCCNC(=O)c1cn(CC)c2cc(N3CCN(C(=O)c4ccco4)CC3)c(F)cc2c1=O
  -1	100	1.5	2	-0.2	-7	-3	28	2	1
CC(C)CCNC(=O)CCc1nnc2n(CCCOC(C)C)c(=O)c3ccccc3n12
  1	93	-0.1	-2	-0.1	-3	3	18	-3	1
CON(C)S(=O)(=O)c1cccc(C(=O)NC2CCSc3ccccc32)c1 (configuration not stated)
  0	90	-0.3	12	0.1	-6	-5	-13	6	1
CCN1CCN(C2=C(NS(=O)(=O)c3ccc(Br)cc3)C(=O)c3ccccc3C2=O)CC1
  0	99	0.3	-1	7.7*	-6	4	-14	-20	-2
COc1ccc(OC)c(S(=O)(=O)Nc2cccc(F)c2)c1
  1	105	5.8	8	0.3	-12	3	0	5	-4
CCOc1ccc(OCCSc2ccc(S(=O)(=O)N3CCN(C)CC3)cn2)cc1
  -1	99	0.0	-2	-0.1	-6	-9	-9	-1	-1
CCOc1cc(C(=S)N2CCOCC2)ccc1OC(=O)/C=C/c1ccc(OC)c(OC)c1
  0	92	0.1	3	0.3	-5	4	0	2	6
COCCN1C(=O)COc2ccccc2C1C(=O)NC1CCCCC1 (configuration not stated)
  /	102	1.3	10	0.1	-3	-2	/	/	/
CC(=O)c1cccc(OCc2cc(C(=O)N(C)Cc3cnccn3)no2)c1
  0	97	-0.3	-16	0.2	-7	-2	0	3	-1
Cc1ccc(Nc2nc3ccccc3c(=O)[nH]2)cc1C
  0	98	-0.5	1	0.0	-6	-2	-1	3	0
CC(=O)c1cccc(NC(=O)c2cnn(-c3ccccc3)c2C)c1
  -1	97	-0.2	-6	0.6	-1	1	-7	-2	1
COc1ccc(NC(=O)CSc2ccc3nnc(-c4ccccn4)n3n2)cc1OC
  2	97	-0.4	0	0.2	/	9	6	-8	-2
COc1ccc(N=C2SC(C(=O)O)CC(=O)N2C)cc1 (configuration not stated)
  -2	110	1.1	3	0.6	/	-2	12	5	5
O=C(CSc1nnc(CNC(=O)c2c(F)cccc2Cl)o1)NCc1ccccc1
  2	107	-0.2	11	0.0	-2	2	-2	-7	10
CC1CCCN(c2ccc(F)cc2N)C1 (configuration not stated)
  1	99	-0.1	-2	0.9	3	-4	-13	-2	-1
O=C(Cn1cnc2ccccc2c1=O)c1ccc(Br)cc1
  2	97	-1.5	3	-0.2	-5	2	1	-19	7
CCN1/C(=C/c2ccc3cc(C)ccc3[n+]2CC)Sc2cc(C)ccc21
  ?	i	-5.3	85*	2.5	-6	0	-26	i	-4
C/C(=N/Nc1ccc(Cl)cc1)c1cnnc(-c2ccccc2)n1
  -1	89	-0.8	-2	0.0	2	3	3	-6	3
Cn1c(N=NC(=O)c2ccccc2)c(O)c2ccccc21
  -22	91	-2.3	-1	-0.3	-3	-1	-8	-2	-9
COc1cccc(CNn2cnnc2)c1OCc1ccc(F)cc1
  0	94	-3.0	-1	-0.2	-4	-2	1	-3	-4
NCCN1CCN(CC(=O)N2c3ccccc3C(=O)Nc3cccnc32)CC1
  2	106	-3.6	-2	-0.2	-6	2	2	13	-1
CCCCC(=O)Nc1ccc2c3c(cccc13)CC2
  -3	96	12	1	0.2	-2	-2	-2	2	-2
COc1cc2c(cc1OC(C)=O)CCCCC2=O
  2	91	-0.5	-2	-0.2	-10	-5	2	2	9
C/C(=N\NC(=O)C(NC(=O)c1ccccc1)C(C)C)c1ccccc1 (configuration not stated)
  2	96	11	-2	-0.2	/	-7	-3	0	0
CC1(Cc2cc(Cl)ccc2C(F)(F)F)C(=O)Nc2ccc(-c3ccc(F)c(Cl)c3)cc21 (configuration not stated)
  -7	91	-1.5	8	0.6	-5	9	-11	-13	-2
Cc1ccc(S(=O)(=O)CS(=O)(=O)c2ccc(C)cc2)cc1
  0	191	-1.3	-5	-0.1	-6	0	5	-5	-1
O=C(C[n+]1ccn(CCCNP2(=O)C=C(c3ccccc3)OC(c3ccccc3)=C2)c1)c1cccs1
  1	103	5.6	2	-0.2	3	-9	-3	0	-1
COC(=O)c1ccccc1NC(=O)C12CCC(C)(C(=O)O1)C2(C)C (configuration not stated)
  0	99	0.2	3	-0.3	-6	0	6	4	-12
CC1CC1C(=O)N(C)CC(=O)Nc1ccc(Cl)c(C(F)(F)F)c1 (configuration not stated)
  0	96	0.2	0	0.5	-6	-3	-11	-8	-13
COc1ccc(CC(N)c2csc(NC(=O)Nc3ccc(OC)cc3)n2)cc1 (configuration not stated)
  -3	92	-3.5	-11	6.3	-10	-2	-14	-3	8
O=C(NCc1ccco1)c1sc2cc(Cl)ccc2c1Cl
  2	99	3.0	-6	0.1	-5	0	-6	-2	0

The results go on:
Value order: N-glyco inh	ABCB6 inh 2	iPSC survival up	Exocytosis inh	aDG glyco act	CaV13 ICDI inh	m5-HT2A agonist	H9c2 protect	Vif inh	PDI inh
[O-]/[N+](=C/c1cccnc1)c1ccc(Br)cc1
  2	104	-2.1	-1	-0.4	-4	-2	-15	8	8
CN(C)C(CNC(=O)c1cc(S(=O)(=O)N2CCOCC2)ccc1Cl)c1cccs1 (configuration not stated)
  3	107	0.2	-1	0.4	-6	5	-3	25	3
COc1ccc(Cl)cc1-c1cc(C(=O)Nc2ccc(Br)cc2)[nH]n1
  0	97	3.8	-5	-0.2	-10	-5	-4	-2	-2
COc1cccc(NC(=O)CN(C)C(=O)C(C)Sc2ccccc2)c1 (configuration not stated)
  -1	94	-0.4	3	0.5	-4	1	3	/	6
Cc1cc(NC(=O)COC(=O)CNC(=O)c2cccs2)c([N+](=O)[O-])cc1C
  2	95	1.2	-3	0.2	-6	-2	2	-7	7
CCCCn1cnc2c([nH]c3ccccc32)c1=O
  3	105	-0.1	-1	0.1	-5	2	-6	3	-1
O=S(=O)(Cc1ccccc1)N1CCN(c2ccccc2)CC1
  4	97	0.2	0	0.1	-5	-1	-5	28	1
CCOC(=O)CCNC(=O)N1CCCC(N(C)CCc2ccc(OC)c(OC)c2)C1 (configuration not stated)
  0	104	-0.8	0	-0.2	-3	-5	-4	-4	5
O=[N+]([O-])c1ccccc1/C=C/CN1CCN(Cc2ccc3c(c2)OCO3)CC1
  1	95	-0.1	4	0.1	-2	-8	4	4	6
O=C(NCc1ccccn1)c1ccc(Br)s1
  1	99	-0.6	4	-0.1	-9	-4	10	-8	6
Cc1cccc(CNC(=O)CC2C(=O)NCCN2C2CCCC2)c1 (configuration not stated)
  0	101	-0.1	4	0.4	-10	11	1	0	2
O=C(COc1ccc([N+](=O)[O-])cc1)Nc1ccc(S(=O)(=O)N2CCOCC2)cc1
  1	98	-0.4	-2	0.0	-3	-2	-2	55*	5
CCOC(=O)c1cc(C#N)c(SCC(=O)c2cc(C#N)c(SC)nc2C)nc1C
  -2	100	5.2	1	1.0	-13	1	-11	4	-1
O=C(Nc1ccccc1Oc1ccccc1)C1=COCCO1
  -1	104	0.3	-4	0.0	/	3	-2	-4	1
COc1ccccc1CNS(=O)(=O)c1c(C(=O)N2CCCC2)c(C)n(C)c1C
  3	100	-0.6	0	0.0	-7	3	-1	-7	2
C=CCn1c(SCc2cccc(F)c2)nc2cc(C(=O)N3CCC(C(N)=O)CC3)ccc2c1=O
  -2	92	-0.3	-2	0.0	-2	0	5	0	11
Cc1ccsc1C(=O)NNC(=O)C1C2C=CC(C2)C1C(=O)O (configuration not stated)
  1	95	6.8	-1	-0.2	10	0	4	5	16
CN(Cc1nc(-c2ccncc2)no1)S(=O)(=O)c1ccc(Cl)cc1
  1	100	1.8	-1	0.1	-9	3	-6	-2	8
CCCc1c(C(=O)NNc2cccc(Cl)c2)cnn1-c1ccccc1
  3	94	0.4	-8	0.1	-2	-4	-5	13	3

Random draw from the library; any-hit rate near 3.1%.
